# From PubChem
# EBNA-1 inh: blocks EBNA-1 binding to DNA; EBNA-1 DNA binding, fluorescence polarization; inhibition, % at 14.8 µM; hit rate 0.34% among 300,000; AID 1950; in the data active = inhibition above about 28%
# CR mimetic SO: caloric restriction mimetics inhibiting age-related superoxide in yeast; superoxide response (% of plate mean), % at 10 µM; hit rate 0.18% among 330,000; S. cerevisiae aged cells, superoxide DHE fluorescence; stronger effect = lower value;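 active = superoxide response under a set limit, about three screen SD below normal, cut at about 65% in these data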;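 note: yeast aged for seven days with compound at 30 °C before DHE staining; 100% = average MFI of all compound-treated wells on the plate with controls excluded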
# Efflux pump inh: antifungal efflux pump inhibition, Nile Red retention | S. cerevisiae Candida pump triplex | inhibition, % at 10 µM | hit rate 0.44% among 330,000 | AID 485275;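 active = plate passing quality check with inhibition over a set limit, or well fluorescence over plate mean plus 4 SD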;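 note: Nile Red retained in pooled yeast measured as flow cytometry median fluorescence; 0% = buffer negative control and 100% = Enniatin B positive control; higher means more Nile Red kept so more efflux inhibition; some compounds called inactive have numbers as strong as hits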
# Bcl-xL primary: blocks human Bcl-xL binding to Bim BH3 peptide | GST-Bcl-xL / FITC-Bim BH3 peptide fluorescence polarization | Q07817 | AID 2129 | inhibition, % at 10.9 µM | hit rate 0.7% among 320,000;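 active = inhibition above the mean of all tested compounds plus 3 SD, cutoff set per campaign, cut at about 30% in these data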;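 note: 0% = DMSO wells and 100% = unlabeled Bim-BH3 peptide competitor; inhibitors lower millipolarization by displacing the labeled peptide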
# Target sequence (Q07817 whole entry, looked up): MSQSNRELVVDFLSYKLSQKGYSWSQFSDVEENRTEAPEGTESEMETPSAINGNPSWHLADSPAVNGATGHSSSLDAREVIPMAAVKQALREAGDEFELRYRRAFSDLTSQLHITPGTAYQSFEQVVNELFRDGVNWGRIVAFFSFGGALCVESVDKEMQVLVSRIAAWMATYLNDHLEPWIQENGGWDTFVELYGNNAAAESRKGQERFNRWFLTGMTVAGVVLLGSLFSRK
# Fam108B counter: Fam108B inhibition, counter-screen for RBBP9 inhibitors; recombinant Fam108B, FP-Rh probe fluorescence polarization; inhibition, % at 9.51 µM; hit rate 0.33% among 300,000; AID 1947;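 active = inhibition above the screen mean inhibition plus 3 SD, computed separately per campaign, cut at about 18% in these data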;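 note: inhibitors lower polarization as less probe binds the enzyme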
# GLD-1 TGE inh: GLD-1-TGE RNA interaction inhibition (C. elegans); Q17339; purified GLD-1 + fluorescein TGE RNA, fluorescence polarization; inhibition, % at 5.96 µM; hit rate 0.44% among 320,000; AID 2280;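 active = percent inhibition above a per-plate cutoff, the plate mean of test compounds plus 3 SD, cut at about 30% in these data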;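 note: 0% = DMSO wells with GLD-1 and probe and 100% = wells lacking GLD-1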
# MCL1 BIM primary: disrupts human MCL1 binding to BIM-BH3 peptide; hit rate 0.68% among 320,000; GST-MCL1 / FITC-Bim-BH3 fluorescence polarization; inhibition, % at 10.9 µM; AID 2057;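 active = inhibition above the mean inhibition of all tested compounds plus 3 SD, set per campaign, cut at about 40% in these data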;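 note: 0% = DMSO wells and 100% = unlabeled Bim-BH3 peptide control; higher means more loss of mP so more displacement of Bim peptide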
# MEX-5 binding: C. elegans MEX-5 TCR-2 RNA binding activity | hit rate 0.38% among 300,000 | MEX-5/FITC-TCR2 RNA binding, fluorescence polarization; stronger effect = lower value | activity score (negative = inhibition of binding), % at 10 µM | Q9XUB2;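 active = inhibition past about -25% in most replicates, and total fluorescence under double the plate's negative control median, limit read from the data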;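 note: 0% = DMSO and -100% = 5 µM competing unlabeled TCR2 RNA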
# Target sequence (Q9XUB2 whole entry, looked up): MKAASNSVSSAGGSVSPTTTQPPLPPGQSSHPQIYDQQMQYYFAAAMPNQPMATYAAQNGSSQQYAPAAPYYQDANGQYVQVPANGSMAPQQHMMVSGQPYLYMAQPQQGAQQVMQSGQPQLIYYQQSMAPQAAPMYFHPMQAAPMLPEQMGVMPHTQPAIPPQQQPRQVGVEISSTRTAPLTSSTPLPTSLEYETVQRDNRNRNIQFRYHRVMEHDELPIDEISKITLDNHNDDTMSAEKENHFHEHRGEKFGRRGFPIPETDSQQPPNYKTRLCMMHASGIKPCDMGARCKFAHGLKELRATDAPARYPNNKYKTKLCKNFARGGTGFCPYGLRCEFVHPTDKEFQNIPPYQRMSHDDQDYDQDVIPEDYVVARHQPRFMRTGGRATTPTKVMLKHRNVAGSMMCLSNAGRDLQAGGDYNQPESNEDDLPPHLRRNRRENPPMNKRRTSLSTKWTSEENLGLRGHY
# ZTA DNA inh: counter-screen for EBNA-1 inhibitors: inhibitors of Epstein-Barr virus ZTA. inhibition, % at 11 µM. hit rate 0.15% among 320,000. P03206. ZTA-DNA binding, fluorescence polarization. AID 2234; in the data active = inhibition above about 33%
# Target sequence (P03206 whole entry, looked up): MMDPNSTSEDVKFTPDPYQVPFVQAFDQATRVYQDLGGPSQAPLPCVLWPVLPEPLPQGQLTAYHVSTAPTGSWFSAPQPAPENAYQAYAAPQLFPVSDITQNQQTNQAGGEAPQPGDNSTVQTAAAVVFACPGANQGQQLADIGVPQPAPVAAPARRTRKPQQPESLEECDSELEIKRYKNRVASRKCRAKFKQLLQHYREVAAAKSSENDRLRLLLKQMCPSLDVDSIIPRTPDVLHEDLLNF
# Starred values were filed as active, the others as inactive; . = no result given.
SMILES,EBNA-1 inh,CR mimetic SO,Efflux pump inh,Bcl-xL primary,Fam108B counter,GLD-1 TGE inh,MCL1 BIM primary,MEX-5 binding,ZTA DNA inh
Cc1ccc(NC(=O)CN(C)CC(=O)Nc2ccccc2C(=O)Nc2ccccc2)cc1,-4,116,0.1,2,-1,-3,1,2.0,5
S=c1[nH]ncn1/N=C/c1cccs1,-3,94,-0.2,-8,0,2,-1,-0.3,-1
CCCS(=O)(=O)c1c(S(=O)(=O)CCC)c2c(N)cccn2c1C(=O)c1ccc(OC)cc1,1,106,0.1,7,4,4,8,-1.5,9
CCOC(=O)CNC(=O)Nc1nnc(-c2ccc(OCC)cc2)o1,-1,97,0.1,6,2,9,8,-8.5,19
COc1ccccc1-c1nn2c(=O)cc(C)nc2s1,-3,101,-0.1,2,5,-3,-1,1.5,10
CC(C)CC1(C(=O)NCc2ccccn2)C=CCN1C(=O)c1ccccc1 (configuration not stated),4,.,.,7,7,5,7,1.6,-4
CS(=O)(=O)N1CCC(C(=O)NCCN2CCN(Cc3ccccc3)CC2)CC1,1,97,0.1,13,2,-3,15,-2.5,-2
Cc1ccc(S(=O)(=O)N2CCC(C(=O)OCC(=O)N3CCCCC3C)CC2)cc1C (configuration not stated),-5,88,0.0,-2,1,1,-5,1.1,-2
Cc1ccc(Nc2c3c(nc4ncnn24)CC(C)CC3)cc1 (configuration not stated),-1,86,-0.1,0,4,-1,-1,-1.1,-3
CCOC(=O)C1CCCN(C(=O)c2cc3c(=O)n4ccccc4nc3s2)C1 (configuration not stated),7,104,0.2,2,-3,-1,0,0.2,9
O=C(NCCCCNC(=O)c1ccccn1)c1ccccn1,-12,97,-0.1,7,2,4,-1,-0.9,12
O=C(CSc1ccsc1[N+](=O)[O-])N1CCCCC1,5,130,0.1,12,0,5,5,3.0,-4
Cc1cc(C)n(-c2nncn2NC(=O)c2ccc(Cl)cc2O)n1,-7,100,0.0,3,-4,6,1,-2.7,-9
Fc1ccc(Oc2ncccn2)c(F)c1,15,98,-0.1,9,-3,1,14,-0.4,2
Cc1c(NS(=O)(=O)c2ccc(Br)cc2)c(=O)n(-c2ccccc2)n1C,-11,97,0.1,2,3,-3,11,0.0,2
O=C(CSc1nncs1)NNC(=O)c1ccco1,.,105,-0.1,-1,.,6,1,.,9
COc1ccccc1Nc1ncccc1C(=O)NCc1ccccc1,-1,91,0.0,5,-1,5,-3,-0.7,2
O=C(OCCN=C1NS(=O)(=O)c2ccccc21)c1ccccc1F,11,92,-0.1,5,-3,6,2,-0.7,10
O=[N+]([O-])c1ccc(S(=O)(=O)NCC(c2cccnc2)N2CCc3ccccc32)cc1 (configuration not stated),-1,102,-0.1,1,2,3,-2,-0.3,-4
CCOc1ccc(CN2CCN(CC(O)Cn3c4ccccc4c4ccccc43)CC2)cc1 (configuration not stated),-10,80,0.0,-3,2,-6,-3,0.7,7
Cc1ccc(NC(=O)COC(=O)CCc2c(C)nc3nc(N)nn3c2C)cc1C,.,88,0.1,-8,.,-5,-10,.,5
COc1cccc(C2CC(c3cccs3)=NN2C(=O)CSC2=NN3CCCC(=O)N=C3S2)c1OC (configuration not stated),-12,102,0.3,0,4,10,1,0.7,6
O=C(Nc1ccc(CN2CCCCC2)cc1)c1cccc(F)c1,-5,124,0.3,-2,-6,2,-1,-0.8,-5
Nc1nonc1C(=O)OCC(=O)N1CCCCC1,-6,96,0.0,6,-4,7,3,-1.8,1
Oc1c(CN2CCCC(C(F)(F)F)C2)cc(Cl)c2ccccc12 (configuration not stated),-5,102,-0.1,7,2,-3,6,4.7,3
CCCCN1C(N)=NC[C@@H]1c1ccccc1,-5,94,0.0,7,0,3,8,0.5,-4
CC(Sc1nnc(-c2cccnc2)o1)C(=O)NC1CCCCC1 (configuration not stated),.,93,0.0,-2,.,4,3,.,-1
C=Cc1ccc(Cn2c(=O)n(C)c(=O)c3sccc32)cc1,8,99,0.0,6,3,-1,3,0.7,7
Cc1ccc(C)c(C(=O)COC(=O)c2cc([N+](=O)[O-])ccc2N2CCOCC2)c1,-6,98,0.0,1,-2,6,2,-4.9,4
COc1ccc(CC(=O)Nc2ccc3c(c2)CCC3)cc1S(=O)(=O)N1CCOCC1,11,87,-0.1,2,0,7,-1,1.7,3
COC(=O)CN1C(=O)[C@H]2[C@@H](c3ccc(C)o3)N3C(=O)CN(Cc4ccccc4)C(=O)[C@@]3(Cc3ccccc3)[C@H]2C1=O,1,95,0.1,8,-1,6,6,3.6,2
Cc1ccccc1-n1c(C)cc(/C=N/NC(=O)c2ccc(CN3CCOCC3)cc2)c1C,7,75,0.0,3,-2,4,9,-1.4,4
CCOc1ccc(OCc2ccc(C(=O)N3N=C(C(F)F)CC3(O)C(F)F)o2)cc1 (configuration not stated),6,98,0.0,0,-2,0,-1,-0.7,2
CCC(=O)c1ccc(OCC(=O)OCC(=O)Nc2ccc(C)c(S(=O)(=O)N3CCCCC3)c2)cc1,.,91,0.6,2,.,-6,5,.,-7
CCN(CC)CCN(C(=O)c1ccc(S(=O)(=O)N2CCOCC2)cc1)c1nc2cc3c(cc2s1)OCCO3,13,89,-0.1,1,2,4,8,1.4,-10
O=C(COc1ccccc1F)NNC(=O)Cc1ccc(S(=O)(=O)N2CCOCC2)s1,-2,97,0.1,1,-1,6,0,3.7,-12
C#CCOCCOCCOCCNc1nc(N2CCN(C(=O)CCCCCCCCCCNC(=O)[C@H](CCC(=O)O)n3cc(CCCCCN)nn3)CC2)nc(N2CCN(C(=O)CCCCCCCCCCNC(=O)[C@@H]([C@H](C)O)n3cc(C)nn3)CC2)n1,-9,95,0.0,0,2,-1,7,.,-10
COc1ccc(NC(=S)NCCN2CCC(C)CC2)cc1,-10,106,-0.1,3,2,2,5,-0.2,19
COc1cc(C(=O)NCc2ccc(S(N)(=O)=O)cc2)ccc1OCC(=O)N1CCOCC1,.,91,-0.1,8,.,-1,5,.,1
CCOC(=O)C1CCCN(C(=S)NC(=O)/C=C/c2ccc(F)cc2)C1 (configuration not stated),3,102,0.0,4,0,4,5,3.2,21
CCN1/C(=C/C=C/C=C/C=C/c2sc3ccccc3[n+]2CC)Sc2ccccc21,42*,102,0.1,7,-43,-131,8,27,60*
Cc1ccc(Oc2nnc(-c3cccs3)c3ccccc23)cc1C,-14,111,0.3,-2,-4,-1,3,2.2,-2
N#Cc1c(N)n(-c2ccccc2)c(=O)c2cc([N+](=O)[O-])ccc12,-2,94,-0.1,4,2,4,5,-4.1,5
CCN1CCN(S(=O)(=O)c2ccc(-c3cc(C)no3)s2)CC1,10,89,0.1,6,4,-2,1,-0.2,-2
O=C(CCC(=O)OCc1ccc([N+](=O)[O-])cc1Cl)Nc1ccccc1,4,98,-0.1,0,2,13,1,-1.8,-2

# As entered above.
# CCOC(=O)C1CCCN(C(=S)NC(=O)/C=C/c2ccc(F)cc2)C1 (configuration not stated) – ZTA DNA inh: 21
# COc1ccc(NC(=S)NCCN2CCC(C)CC2)cc1 – GLD-1 TGE inh: 2

# (more compounds)
SMILES,EBNA-1 inh,CR mimetic SO,Efflux pump inh,Bcl-xL primary,Fam108B counter,GLD-1 TGE inh,MCL1 BIM primary,MEX-5 binding,ZTA DNA inh
CCOc1ccc(N2C(=O)CN=C2Nc2ccccc2F)cc1,-3,106,0.1,8,-1,-2,9,-1.0,-1
O=C(Nc1cccc(C(F)(F)F)c1)c1cc(Br)cc2c1OCC2,-7,86,-0.1,7,-2,1,3,0.6,-2
CC(=O)c1ccc(S(=O)(=O)N2CCNCC2)cc1,-1,102,0.0,4,-2,4,2,1.7,-23
O=C(CS(=O)(=O)c1ccccc1)Nc1nc2ccccc2s1,-11,117,0.3,4,-6,-13,-4,3.1,0
Cc1ccc(C(=O)O/N=C2\CCCc3ccccc32)cc1,-10,111,0.1,0,0,-3,3,0.4,0
NC(=O)[C@@H]1CCNc2c(I)cc([N+](=O)[O-])cc2C(=O)N[C@@H](CCC(=O)O)C(=O)N[C@@H](CO)C(=O)N1,-2,96,0.0,-1,-1,5,-16,.,1
O=C(NNC(=O)c1sc2cccc(Cl)c2c1Cl)Nc1ccccc1,7,94,0.0,3,-14,4,2,-0.5,3
Cn1c(=O)[nH]c(=O)c2c1nc(Br)n2CC(O)COc1ccc(Cl)cc1 (configuration not stated),-1,99,0.0,3,-3,-1,1,2.4,1
Cc1cc(NS(=O)(=O)N(C)C)ccc1C(C)C,-1,104,-0.1,7,-2,8,10,-2.4,-3
CC(=O)NC(=S)Nc1ccc(S(=O)(=O)Nc2nc(C)cc(C)n2)cc1,-3,91,-0.1,3,0,3,2,0.3,-18
Cc1ccc(S(=O)(=O)N2CCCCC2)cc1NC(=O)C1CC(=O)N(c2ccc3c(c2)OCCO3)C1 (configuration not stated),1,105,-0.1,-2,-3,2,1,0.6,-14
O=C(NNC1=NS(=O)(=O)c2ccccc21)C1CC(=O)N(c2ccccc2)C1 (configuration not stated),9,80,0.0,4,0,6,19,-0.4,-11
CCc1c(C)sc(NC(=S)Nc2cccnc2)c1C(=O)OC,0,86,-0.1,12,-1,9,8,-2.2,-12
Cn1nnc(C(O)CNCc2cccs2)n1 (configuration not stated),-5,102,-0.1,-3,-3,2,-10,-0.6,8
Cc1cccc(NC(=O)CNC(=O)c2ccccc2Cl)n1,-2,111,-0.2,5,-3,1,5,1.4,9
Cc1cc(C)cc(Oc2nc(-c3ccccc3)cc(C)c2S(C)(=O)=O)c1,10,103,0.0,7,-6,1,2,0.9,14
CN1CCC(=O)N([C@H](CO)c2ccccc2)CC1,0,94,-0.1,4,-2,8,5,1.2,-16
COc1ccc(/C=N/n2cnc3c([nH]c4ccccc43)c2=O)cc1CO,29*,94,0.0,-9,-18,0,-5,-2.5,18
CCOc1cccc2sc(N(CCN(C)C)C(=O)c3ccc4ccccc4c3)nc12,9,107,-0.3,0,1,5,0,-1.2,15
Oc1ccc(/C=N/N2CCCCC2)cc1O,-12,91,0.1,6,1,1,-2,-5.8,-6
Cc1ccc(C(=O)CSc2ccc(-c3ccccc3)nn2)cc1,-11,116,0.1,1,-3,9,5,-0.4,-2
CCN(CC)C(=O)COc1ccc(-c2nnc(Nc3ccc(OC)c(C(=O)NC)c3)c3ccccc23)cc1,-7,94,0.1,2,5,0,5,-2.5,-6
COc1ccc(-n2c(=S)[nH]c3sc4c(c3c2=O)CCN(C)C4)cc1,6,101,0.0,7,0,3,2,1.5,2
COc1cc2nc(C3CCC3)n(NC(=O)C(OC(C)=O)c3ccccc3)c(=O)c2cc1OC (configuration not stated),-14,98,0.2,5,1,3,3,0.5,3
CC1(C)Cc2c(cnn2-c2cccc(F)c2)C(NC(=O)c2cc[n+]([O-])cc2)C1 (configuration not stated),-9,92,0.1,2,-10,-1,6,-4.0,-2
COc1ccc(Cn2c(C(F)(F)F)ccc(C(N)=O)c2=O)cc1,2,106,0.1,2,-5,-5,0,2.1,7
CCN(CC)S(=O)(=O)c1ccc2c(c1)oc(=O)n2CC(=O)N(C)C1CCCCC1,0,90,0.0,4,0,-7,7,-2.4,4
COCCCNC(=O)c1cc2c(=O)n3cc(C)ccc3nc2nc1NCC1CCCO1 (configuration not stated),12,86,-0.1,8,9,3,7,-1.6,-34

# Record cards, from the list above. Order of values: EBNA-1 inh | CR mimetic SO | Efflux pump inh | Bcl-xL primary | Fam108B counter | GLD-1 TGE inh | MCL1 BIM primary | MEX-5 binding | ZTA DNA inh
# S=c1[nH]ncn1/N=C/c1cccs1 is entered as -3 | 94 | -0.2 | -8 | 0 | 2 | -1 | -0.3 | -1
# O=C(CSc1ccsc1[N+](=O)[O-])N1CCCCC1 is entered as 5 | 130 | 0.1 | 12 | 0 | 5 | 5 | 3.0 | -4
